Source: PubChem BioAssay (several laboratories)
rCAG RNA binder – binders of r(CAG) RNA repeats, primary screen, biochemical, fluorescence | r(CAG) RNA repeat, TO-PRO-1 dye displacement fluorescence | inhibition, % at 3 µM | hit rate 1.3% among 370,000 | AID 651821, 2012;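 active = inhibition above the plate cutoff, the mean of all test compounds on that plate plus 3 SD, cut at about 35% in these data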;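 also: 0% = DMSO alone and 100% = 100 µM mitoxantrone as full dye displacement; higher means more dye released from RNA so lower well fluorescence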
PG9 binder – binders of HIV-1 gp120 antibody PG9, primary screen, biochemical, TR-FRET | HIV-1 gp120 / PG9 antibody interaction | TR-FRET gp120-PG9 antibody binding | inhibition, % at 6.7 µM | hit rate 0.43% among 360,000 | AID 624416, 2012; in the data active = inhibition above about 8.5%
SMARCA2 act – SMARCA2 (BRM) function activators, primary screen, cell-based, luminescence, high throughput. MG213 cells, MMTV-luciferase reporter, dexamethasone, overnight. hit rate 1% among 370,000. activation, % at 9.1 µM; in the data active = activation above about 7.8%;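 also: 0% = vehicle wells and 100% = reference activator wells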
ARFGAP1 inhibitor – inhibitors of rat ARFGAP1 GAP activity, primary screen, biochemical, fluorescence polarization, GDP tracer; hit rate 0.26% among 360,000; ADP-ribosylation factor GTPase-activating protein 1 (Rattus norvegicus), Q62848; Arfgap1-stimulated ARF1 GTP hydrolysis, GDP FP detection; inhibition, % at 16.5 µM; AID 651572, 2012;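 active = inhibition above a per-plate limit, mean inhibition of low control wells plus 3 SD, cut at about 25% in these data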;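 also: 0% = DMSO wells with enzyme and 100% = wells lacking Arfgap1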
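Material: rat Arfgap1 GAP domain (His6, aa 1-136), purified enzyme. Also added: human ARF1(Δ1-17)-GTP substrate. Compound dosing: 16.5 µM single point, 1.26% DMSO. Timing: enzyme reaction 120 min at 25 °C after 20 min preincubation. Signal: GDP detection by fluorescence polarization. Read-out basis: percent inhibition of GAP-stimulated GDP formation, scaled between DMSO and no-Arfgap1 medians.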
Rev-erbA mod – modulators of Rev-erb alpha DNA binding, primary screen, biochemical, FITC-DNA, fluorescence polarization, uHTS; activity, % at 10 µM; hit rate 0.79% among 370,000; Rev-erbα–FITC-DNA binding, 90 min; Nuclear receptor subfamily 1 group D member 1 (Homo sapiens), P20393;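 active = activity above about 14%, limit read from the data; passing the limit was not always enough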;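 also: 0% = DMSO wells with 35 nM protein and 100% = DMSO wells with 750 nM protein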
ABHD4 inh – ABHD4 inhibitors, primary screen, biochemical, fluorescence polarization, mouse; (Lyso)-N-acylphosphatidylethanolamine lipase (Mus musculus), Q8VD66; purified mABHD4, FP-Rh probe fluorescence polarization; inhibition, % at 8.92 µM; hit rate 0.54% among 370,000;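 active = inhibition exceeding the mean over every tested compound plus 3 SD, cut at about 30% in these data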;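 also: 0% = plate median of compound wells and 100% = S159A mutant with DMSO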
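assay system = mABHD4 protein | compound dosing = single nominal dose of 8.92 µM, 0.89% DMSO final | read-out basis = percent inhibition of probe binding, normalized to plate controls | schedule = Enzyme–compound pre-incubation 45 min, then probe 60 min, both 25 °C | detection = fluorescence polarization, excitation 525 nm, emission 598 nm, BODIPY TMR filters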
ASAP1 inh – inhibitors of human ASAP1 ArfGAP activity, primary screen, biochemical, fluorescence polarization; hit rate 0.19% among 360,000; Arf-GAP with SH3 domain, ANK repeat and PH domain-containing protein 1 (Homo sapiens), …; AID 624377, 2012; ASAP1-stimulated ARF1 GTP hydrolysis, GDP FP detection; inhibition, % at 16.5 µM; in the data active = inhibition above about 25%;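 also: 0% = vehicle with enzyme and substrate and 100% = no enzyme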
Target sequence (Q9ULH1 325-724 limits assumed): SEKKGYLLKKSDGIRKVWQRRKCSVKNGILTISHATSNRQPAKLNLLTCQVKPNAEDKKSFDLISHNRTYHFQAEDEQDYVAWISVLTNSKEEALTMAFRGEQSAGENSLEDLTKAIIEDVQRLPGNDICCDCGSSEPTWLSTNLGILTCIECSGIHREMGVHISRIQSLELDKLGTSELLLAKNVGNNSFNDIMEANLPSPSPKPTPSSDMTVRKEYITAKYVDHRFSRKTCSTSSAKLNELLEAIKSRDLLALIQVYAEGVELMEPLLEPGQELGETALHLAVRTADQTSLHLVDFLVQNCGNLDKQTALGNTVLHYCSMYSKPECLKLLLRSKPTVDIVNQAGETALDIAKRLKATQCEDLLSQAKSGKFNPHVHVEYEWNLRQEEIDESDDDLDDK
GC-B act – human GC-B receptor activators, primary screen, HEK293 GC-B cells, cGMP TR-FRET, EC30 CNP; 0% at EC30 CNP, 100% saturating CNP; activation, % at 10 µM; hit rate 0.11% among 370,000;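 active = activation at 10 µM reaching about 35% in either raw or pattern-adjusted values, limit read from the data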
GC-A act – GC-A stimulated cGMP production enhancers – HEK293 GC-A cells, cGMP TR-FRET, EC30 ANP, primary screen; Atrial natriuretic peptide receptor 1 (Homo sapiens), P16066; 0% at EC30 ANP, 100% saturating ANP; activation, % at 10 µM; hit rate 0.14% among 370,000; in the data active = activation above about 40%
HTRA1 inhibitor – HTRA1 serine protease inhibitors, primary screen, biochemical, fluorescence polarization, HTS | Q92743 | recombinant HTRA1, FP-rhodamine activity-based probe | inhibition, % at 5.96 µM | hit rate 0.5% among 340,000 | AID 504803, 2011; in the data active = inhibition above about 36%;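 also: 0% = enzyme with DMSO and 100% = wells lacking enzyme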
Target sequence (Q92743 whole entry, looked up): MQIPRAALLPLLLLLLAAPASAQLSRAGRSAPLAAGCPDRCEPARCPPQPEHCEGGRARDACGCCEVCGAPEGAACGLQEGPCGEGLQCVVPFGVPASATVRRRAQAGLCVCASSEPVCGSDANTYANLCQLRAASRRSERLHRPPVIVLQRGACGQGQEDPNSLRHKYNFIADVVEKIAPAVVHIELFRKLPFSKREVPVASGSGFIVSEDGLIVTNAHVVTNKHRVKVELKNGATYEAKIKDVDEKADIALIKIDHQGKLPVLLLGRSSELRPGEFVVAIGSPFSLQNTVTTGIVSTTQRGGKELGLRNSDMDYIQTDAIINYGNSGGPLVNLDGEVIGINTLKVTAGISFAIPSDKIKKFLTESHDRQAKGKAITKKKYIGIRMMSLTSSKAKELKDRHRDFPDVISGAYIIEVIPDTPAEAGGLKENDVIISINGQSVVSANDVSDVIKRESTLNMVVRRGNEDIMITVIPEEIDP
Active calls of the source: *; nt = not tested or not shown.

smiles	rCAG RNA binder	PG9 binder	SMARCA2 act	ARFGAP1 inhibitor	Rev-erbA mod	ABHD4 inh	ASAP1 inh	GC-B act	GC-A act	HTRA1 inhibitor
Cn1c(=O)n(C)c2cc(/C=C(/C#N)C(=O)NCc3ccco3)ccc21	-1.0	1.5	-1.2	2.3	2.9	-0.1	2.3	0.4	7.0	5.1
COc1ccccc1OCCNC(=O)c1cccs1	0.4	-2.9	1.0	18.9	5.1	1.5	3.6	-1.3	1.0	3.2
C[C@@H]1CN([C@@H](C)CO)S(=O)(=O)c2ccc(Br)cc2O[C@@H]1CN(C)Cc1ccccn1	-2.0	0.0	-3.8	1.6	4.9	0.6	2.4	-1.0	-1.6	0.9
CCCc1cc(N2CCCC(C(=O)NCC)C2)n2ncnc2n1 (configuration not stated)	-1.3	-1.5	-2.1	-7.2	-4.5	9.2	-0.6	1.2	0.9	3.2
COCC(C)N=C1NN=C(c2cccs2)C(CC(=O)O)S1 (configuration not stated)	1.3	-1.5	-2.2	0.6	3.8	8.5	1.1	-7.4	3.3	-8.5
CCN(Cc1ccccc1)C(c1ccc(C)cc1)c1nnnn1C(C)(C)CC (configuration not stated)	-0.7	1.2	-3.1	-12.3	4.7	-4.0	-1.5	-6.0	-7.8	-26.8
CCCCN1CCNC[C@@H]1Cc1ccccc1	-1.4	-1.7	1.5	7.4	-3.9	6.4	8.9	-3.9	-4.0	3.8
CSc1ncccc1C(=O)N(C)CC(=O)Nc1ccc(Cl)cc1	0.1	-1.2	1.9	4.4	-3.4	-3.3	-5.3	-0.5	2.3	-2.8
Cc1ccn2c(=O)nc(SCC(=O)c3ccccc3)nc2c1	11.7	-0.1	1.2	13.6	-7.6	-2.6	-15.2	-0.7	2.9	-6.9
CC(C)NC(=O)[C@H](CSCc1ccccc1)N1Cc2ccccc2C1=O	-1.2	-0.9	-1.5	-10.2	-2.5	-2.6	-3.0	-7.6	0.2	-7.2
CC(C)CCN(C(=O)c1ccncc1)c1c(N)n(Cc2ccccc2)c(=O)[nH]c1=O	1.5	-0.7	4.1	4.4	-3.5	7.5	-0.8	11.4	7.7	-0.7
COn1c(=O)c(=O)n(O)c2ccccc21	0.8	2.5	-2.8	-9.0	-5.2	-0.9	-6.2	2.8	-1.1	-1.3
CC(C)c1cc(=O)[nH]c(SCC(=O)NC2CCCC2)n1	-3.9	1.0	-2.6	4.0	-2.6	2.3	-3.5	-1.5	1.9	-1.5
COC(=O)C1CCN(C(=O)NC(C)(C)C)CC1	3.3	1.3	-5.6	5.2	9.6	-2.7	9.1	1.9	1.2	-2.5
CC1CCN(C(=O)COC(=O)Cn2cnc3c2c(=O)n(C)c(=O)n3C)CC1	-3.7	0.8	-2.9	6.1	-2.6	-1.8	1.8	-1.7	-1.2	-3.0
FCCCOc1ccc(-c2ccnc3ncnn23)cc1	-1.7	3.1	-2.2	-0.8	2.6	-5.6	2.3	-4.9	-4.2	-1.7
Cc1ccc(C)c(NC(=S)N(CCc2ccncc2)C(C)C)c1	3.0	0.2	0.4	4.4	-2.9	1.5	8.3	1.0	-0.2	-5.8
CCNS(=O)(=O)c1ccc(S(=O)(=O)N(Cc2ccccn2)C2CCCCC2)cc1	2.2	-2.7	-4.2	1.3	1.9	-3.9	12.0	1.9	-3.9	0.3
O=C(/C=C/c1ccccc1)N1CCN(CCN2C(=O)c3cccc4cccc(c34)C2=O)CC1	-0.7	0.5	-0.2	0.1	-4.2	-0.9	2.8	-4.3	0.1	-2.1
COCCCN(C(=S)Nc1cc(Cl)cc(Cl)c1)C(C)c1ccncc1 (configuration not stated)	5.2	-0.8	-4.1	15.1	-1.1	-0.4	7.6	-14.8	-10.9	-4.3
COc1ccc(C2=NOC(C(=O)NCc3cccnc3)C2)cc1 (configuration not stated)	-2.1	-0.4	-0.8	3.1	3.1	-2.5	4.7	6.3	-4.7	4.3
CCOc1ccc(OCC(=O)Nc2ccccc2C(F)(F)F)cc1	-8.9	-0.8	-4.8	-13.5	1.4	-3.8	1.5	0.9	-0.5	-7.2
Cc1ccc(Cn2cccc2/C=C2/C(=N)N3C=CSC3=NC2=O)cc1	-0.8	-1.1	-0.5	1.2	-0.7	5.5	-2.4	2.7	9.6	-9.3
O=C(c1cccc(Br)c1)N1CCN(c2cnn(-c3ccccc3)c(=O)c2Cl)CC1	-4.8	1.2	-1.8	7.6	-0.5	5.2	3.6	2.0	-0.5	-7.0
COc1ccc(N(CC(=O)NCc2ccccc2C)S(=O)(=O)c2ccccc2[N+](=O)[O-])c(OC)c1	1.9	-2.7	-2.0	0.7	-3.5	-1.0	1.9	-12.7	-15.2	-18.4
O=C(NCCc1ccc(Cl)cc1)c1ccc(Br)s1	-1.5	-1.2	2.5	20.1	2.0	0.3	4.9	-5.6	-5.1	-4.8
COc1cccc2c1SCc1ccccc1C2CC(N)=O (configuration not stated)	4.8	-0.1	-5.5	30.6*	0.7	2.1	20.5	-5.7	-9.8	3.6
CC(C)(C)OC(=O)N1CCC[C@H]1C(=O)Nc1ccc(S(=O)(=O)C(F)F)cc1	1.9	-0.9	-2.5	6.7	-0.1	7.5	-2.1	1.0	-4.1	5.6
COCCn1c(=O)[nH]c2cc(C(=O)Nc3cccc(F)c3)ccc2c1=O	-2.0	-0.2	0.0	12.1	-0.1	1.8	11.6	-5.4	-3.7	0.6
Cc1nn2c(-c3ccccc3)ccnc2c1-c1ccccc1	-2.5	0.2	-3.6	-3.0	4.1	-8.9	-5.5	-3.2	-0.1	-12.6
O=C(Nc1nc2c(F)cc(F)cc2s1)C1CCN(C(=O)c2ccc(F)cc2)CC1	7.7	9.1*	5.3	2.6	5.8	-12.5	0.9	-7.3	68.0*	-0.2
COc1ccc(NC(=O)CSc2nccn2Cc2ccc(F)cc2)cc1	-5.0	2.7	-0.1	-6.9	-1.3	-1.4	2.6	-0.8	-2.8	-1.4
Cc1c(Cl)cccc1NC(=O)c1ccccc1-c1ccccc1C(=O)O	2.8	-1.5	0.4	-9.6	-0.8	-0.7	-4.8	8.1	-3.9	1.4
CCCCN1C[C@@H]2CSCCS(=O)(=O)N2C1=O	0.1	nt	-3.5	nt	5.2	-0.8	nt	4.0	1.3	nt
COC(=O)Oc1ccc(/C=N/NS(=O)(=O)c2ccccc2)cc1OC	0.7	-2.7	-3.2	7.9	0.8	7.5	3.5	6.0	0.1	13.7
CN(CCCC(=O)O)S(=O)(=O)c1ccc2c(c1)C(=O)c1cc(S(=O)(=O)N(C)CCCC(=O)O)ccc1-2	10.0	-2.1	4.7	4.1	9.1	5.8	-9.1	3.0	2.1	-3.0
O=S(=O)(c1ccc(Br)s1)N1CCN(Cc2ccc3c(c2)OCO3)CC1	-2.2	3.1	-1.8	-0.4	8.2	-10.5	21.1	-6.2	1.8	-11.4
CN1CCc2c(sc3c2C(=O)NC(c2ccccn2)N3)C1 (configuration not stated)	-20.5	-1.3	-0.8	-13.4	3.9	19.3	-2.0	6.9	-1.3	2.0
CC(=O)NCCC(=O)Nc1cc(S(=O)(=O)N2CCOCC2)ccc1N1CCCC1	-1.8	-4.4	-1.8	4.2	-5.4	4.5	-10.8	2.6	2.5	1.3
CC1CC(C)CN(c2oc(-c3ccco3)nc2C#N)C1 (configuration not stated)	-3.1	-1.4	-1.9	5.2	0.7	-0.2	-5.1	-3.5	-3.4	-5.8
Fc1ccccc1NC(=S)N1CCN(Cc2ccccc2)CC1	-0.4	-3.2	-2.1	8.1	-3.1	-1.2	-6.0	3.1	3.9	0.1
O=C1N=C(N2CCN(c3ccccc3)CC2)S/C1=C\c1ccco1	4.2	-3.1	-2.5	6.5	6.6	10.0	-8.9	0.9	-9.1	6.3
NC(=O)CSc1nc2scc(-c3ccco3)c2c(=O)n1-c1ccccc1	12.0	-1.7	2.5	5.7	1.8	-7.8	6.9	-0.4	-1.5	15.8
COc1ccc(Br)cc1CNC(=O)CCC(=O)n1nc(C)c2ccccc21	6.2	2.3	-2.3	8.7	1.4	5.6	8.1	-8.3	-6.7	-5.5
O=C(O)c1ccccc1C(=O)c1cccc2c(Br)cccc12	10.0	54.5*	-2.5	-1.1	8.9	2.8	9.7	25.8	57.6*	-5.8

Structural class: the entries above with an NH in an aromatic ring
smiles	rCAG RNA binder	PG9 binder	SMARCA2 act	ARFGAP1 inhibitor	Rev-erbA mod	ABHD4 inh	ASAP1 inh	GC-B act	GC-A act	HTRA1 inhibitor
CC(C)CCN(C(=O)c1ccncc1)c1c(N)n(Cc2ccccc2)c(=O)[nH]c1=O	1.5	-0.7	4.1	4.4	-3.5	7.5	-0.8	11.4	7.7	-0.7
CC(C)c1cc(=O)[nH]c(SCC(=O)NC2CCCC2)n1	-3.9	1.0	-2.6	4.0	-2.6	2.3	-3.5	-1.5	1.9	-1.5
COCCn1c(=O)[nH]c2cc(C(=O)Nc3cccc(F)c3)ccc2c1=O	-2.0	-0.2	0.0	12.1	-0.1	1.8	11.6	-5.4	-3.7	0.6
